Screens: PubChem, National Center for Advancing Translational Sciences (NCATS)
TGFb inhibitor = blocks TGF-b signaling; HepG2 CAGA-GFP TGF-b/SMAD3 reporter, GFP fluorescence, 18 h; TGF-beta stimulated, 500 pg/mL final; Potency, µM (top dose mostly 46.1 µM), for the others: top-dose activity, negative = inhibition, hits mostly inhibitors; 410,000 tested, 1.2% active; AID 588855; further: potency means the concentration at half of the fitted maximal effect; on the % scale 0 is the no-effect control and ±100 the full control effect; nearly all actives have a fitted effect of over 65% in size
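Using HEPG2 CAGA-GFP reporter cells at 1000 cells/well, we pinned test compounds, stimulated with recombinant TGF-beta (500 pg/mL final) and measured total well GFP after 18 h.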
EPAC2 ag = agonists of human EPAC2 (RAPGEF4) | Q8WZA2 | EPAC2 activation, biochemical qHTS; response scale: 100% = 6.5 mM cAMP response | Potency, µM (highest dose often 154 µM), for inactives: at the highest dose activation, most hits filed as activators | 360,000 tested, 0.079% active; further: potency means the concentration at half of the fitted maximal effect; nearly all actives have a fitted effect of over 50% in size
Target sequence (Q8WZA2 whole entry, looked up): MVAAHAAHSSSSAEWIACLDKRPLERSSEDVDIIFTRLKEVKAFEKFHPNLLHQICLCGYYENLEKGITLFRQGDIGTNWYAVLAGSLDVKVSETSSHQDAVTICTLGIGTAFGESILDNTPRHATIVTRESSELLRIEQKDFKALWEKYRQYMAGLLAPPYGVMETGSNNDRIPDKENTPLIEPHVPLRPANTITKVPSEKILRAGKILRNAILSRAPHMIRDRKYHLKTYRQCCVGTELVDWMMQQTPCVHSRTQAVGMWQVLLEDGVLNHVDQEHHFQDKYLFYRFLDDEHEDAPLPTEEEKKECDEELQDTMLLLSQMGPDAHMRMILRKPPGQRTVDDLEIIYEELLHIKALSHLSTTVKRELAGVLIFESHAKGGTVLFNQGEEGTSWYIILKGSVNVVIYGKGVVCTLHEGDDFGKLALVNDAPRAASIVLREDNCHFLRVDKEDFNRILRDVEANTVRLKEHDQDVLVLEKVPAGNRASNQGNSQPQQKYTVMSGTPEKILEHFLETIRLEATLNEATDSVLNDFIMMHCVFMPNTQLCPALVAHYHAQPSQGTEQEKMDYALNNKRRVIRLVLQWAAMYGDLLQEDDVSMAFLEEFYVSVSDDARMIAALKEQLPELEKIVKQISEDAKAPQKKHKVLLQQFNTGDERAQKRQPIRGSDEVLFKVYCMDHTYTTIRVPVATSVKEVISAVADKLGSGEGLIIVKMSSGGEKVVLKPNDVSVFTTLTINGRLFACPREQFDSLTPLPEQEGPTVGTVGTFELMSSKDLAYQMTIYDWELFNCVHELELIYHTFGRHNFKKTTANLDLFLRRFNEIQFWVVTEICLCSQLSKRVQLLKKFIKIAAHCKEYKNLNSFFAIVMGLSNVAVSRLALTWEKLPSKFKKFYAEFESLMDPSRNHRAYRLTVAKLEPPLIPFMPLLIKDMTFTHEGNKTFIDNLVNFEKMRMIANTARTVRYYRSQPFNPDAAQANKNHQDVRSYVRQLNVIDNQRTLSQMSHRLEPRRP
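Guanine nucleotide exchange by EPAC2 is measured as reduced fluorescence of BODIPY-GDP once it is released from 250 nM Rap1B. Plates are read kinetically for 30 min at room temperature; results are scaled to 6.5 mM cAMP.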
Nrf2 activator = activates Nrf2 signaling | AREc32 ARE-luciferase reporter (MCF7-derived line), luminescence, 24 h | Potency, µM (titrated, usually from 46.1 µM), without a hit: at the highest dose activation, hits mostly activators | 410,000 tested, 0.31% active | AID 624171; further: potency means the concentration at half of the fitted maximal effect; % of control where 0% means no effect; nearly all actives have a fitted effect of over 65% in size
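Reporter line AREc32 (ARE-Fluc), seeded overnight in OPTI-MEM with 5% FBS; compound pin-transferred, 24 hr at 37 deg C, 5% CO2; luminescent read-out.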
Nrf2 block = blocks Nrf2 signaling; A549 ARE-Fluc reporter, luciferase luminescence, 18-24 h; Potency, µM (titrated, usually from 46 µM), for the others: at the highest dose activity change, negative = inhibition, most hits filed as inhibitors; 360,000 tested, 2.1% active; AID 504444; further: potency means the concentration at half of the fitted maximal effect; on the % scale 0 is the no-effect control and ±100 the full control effect; nearly all actives have a fitted effect of over 60% in size
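In this cell-based qHTS, ARE-driven firefly luciferase in A549 cells reports Nrf2 activity; the luminescent signal after BugLite lysis is the measured value, with a prior CellTiter-Fluor read for cell health.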
pAkt inh = inhibitors of Akt phosphorylation | Neuro2A IGF-stimulated pAkt S473 HTRF, 20 min; stronger effect = lower value | activity change, % for hits at 50 µM | 360,000 tested, 0.32% active | AID 651550; in the data active means activity change below about -80%; inconclusive means mostly about -51% to -80%; further: on the % scale 0 is the no-effect control and ±100 the full control effect
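Neuro2A cells (4,500/well, DMEM with 0.5% FBS) were treated with compound at a single 50 µM final concentration, stimulated with 6 nM IGF for 20 min at 37 °C, and lysed. Phospho-Akt Ser473 was read by HTRF as 665/615 ratio ×10^4.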
EPAC2 antag = blocks human EPAC2 exchange factor | EPAC2 GEF exchange of Rap1B-BODIPY-GDP, fluorescence | Potency, µM (doses to about 114 µM), for the others: top-dose activity, negative = inhibition, most hits filed as inhibitors | Q8WZA2 | 360,000 tested, 0.18% active; further: potency means the concentration at half of the fitted maximal effect; on the % scale 0 is the no-effect control and ±100 the full control effect; nearly all actives have a fitted effect of over 45% in size; many of its hits are not listed in these tables
MmCpn inh = blocks the Methanococcus maripaludis chaperonin Mm-Cpn; purified Mm-Cpn ATPase, ADP Transcreener TR-FRET; Potency, µM (doses to about 76.9 µM), without a hit: top-dose activity, negative = inhibition, usual class: inhibitors; 330,000 tested, 0.031% active; further: potency means the concentration at half of the fitted maximal effect; on the % scale 0 is the no-effect control and ±100 the full control effect; nearly all actives have a fitted effect of over 80% in size
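ATPase read-out: TR-FRET ADP immunoassay (anti-ADP Eu cryptate vs ADP-d2), ex 320 nm, em 590/665 nm; signal drops as ADP forms. Enzyme 25 nM, ATP 10 uM, 30 min at 37°C after 10 min compound preincubation.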
A549 tox = counter-screen for Nrf2 inhibitors: cytotoxicity in A549 cells | 390,000 tested, 0.16% active | A549 ARE-Fluc cells, CellTiter-Fluor viability, 18-24 h | Potency, µM (doses to about 46 µM), for the others: at the top dose activity change, negative = cytotoxicity, usual class: inhibitors; further: potency means the concentration at half of the fitted maximal effect; on the % scale 0 is the no-effect control and ±100 the full control effect
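Cytotoxicity counterscreen: CellTiter-Fluor fluorescence was measured in A549 ARE_Fluc cells after 18-24 h of compound exposure in a concentration series. The subsequent BugLite luminescent read reports ARE-luciferase activity.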
CCT chaperon mod = modulators of cytosolic chaperonin (CCT/TRiC) activity; 360,000 tested, 0.3% active; purified chaperonin ATPase assay, HTRF ADP detection, 30 min; activity change, % (concentration not given with the values), hits read low; in the data active means activity change below about -30%; further: on the % scale 0 is the no-effect control and ±100 the full control effect
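Nucleotide hydrolysis assay: TRiC at 20–40 nM final (set by batch activity) with 10 uM ATP, 30 min at 37 °C, in presence of 76 uM compound. Detection by competitive ADP HTRF, 30 min ambient.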
Starred values were filed as active, the others as inactive; i = inactive; ? = inconclusive; . = no result given; [ ] = another dose, or the depositor's remark. Unless noted, the call rests on the fitted dose curve; in most records, active means well fitted curve in the direction sought with a large enough effect; inconclusive means small, poorly fitted or top-dose-only effect, or another doubt; inactive means no such curve, though single readings can be large; an effect the other way counts as inactive or inconclusive. An excerpt, so the mix of outcomes need not match the whole.

SMILES | TGFb inhibitor | EPAC2 ag | Nrf2 activator | Nrf2 block | pAkt inh | EPAC2 antag | MmCpn inh | A549 tox | CCT chaperon mod
NS(=O)(=O)c1ccc(CCNC(=O)CNC(=O)C2CCCCC2)cc1 | -21% | 3% | -0.4% | . | i | 11% | 3% | -8% | 0.2
COC(=O)c1ccc(C(=O)N2CCCC(N3CCN(c4ccccc4)CC3)C2)nc1 (stereo not drawn) | -3% | 1% | 0.2% | 9% | i | 9% | 0% | 0% | 0.1
CC(C)C[C@H]1CNC(=S)N1CC1CCN(CCC2CCCC2)CC1 | -28% | 10% | 0.2% | 18% | i | -4% | . | 0% | 0.7
COc1ccc([C@@H]2[C@@H](C(=O)C(C)(C)C)N3N=Cc4ccccc4[C@@H]3C23C(=O)OC(C)(C)OC3=O)cc1OC | -10% | 10% | 0.1% | -2% | i | 9% | -1% | 3% | -4.6
COCCCn1c(SCc2nnc(-c3ccc(OC)c(OC)c3)o2)nnc1-c1ccncc1 | ? | 2% | -0.3% | -12% | i | 6% | 0% | -3% | 0.3
CCCC(C)NC(=O)CN(Cc1ccco1)S(=O)(=O)c1ccccc1 (stereo not drawn) | 17% | 10% | -0.7% | -16% | i | 4% | ? | 4% | -4.3
CN1CCCCCC1C(=O)N1CCC(N2CCC(C(=O)N3CCOCC3)CC2)CC1 (stereo not drawn) | -8% | 0% | -0.7% | 6% | i | 0% | 6% | -5% | -1.2
CC(C)n1c(NCc2nc3ccccc3n2C)nc2ccccc21 | -5% | 3% | 0.3% | 10% | i | -2% | 0% | 6% | 1.4
Cn1c(SCC(=O)N2CCCc3ccccc32)nnc1-c1ccco1 | -13% | 8% | 4.3% | -23% | i | -8% | 1% | -4% | -0.9
COc1cc(NC(=O)COCc2cc(-c3ccc(F)cc3)on2)cc(OC)c1OC | ? | . | 0.5% | ? | . | . | . | -13% | .

Some of these compounds in order of molar mass, falling.
SMILES | TGFb inhibitor | EPAC2 ag | Nrf2 activator | Nrf2 block | pAkt inh | EPAC2 antag | MmCpn inh | A549 tox | CCT chaperon mod
COc1ccc([C@@H]2[C@@H](C(=O)C(C)(C)C)N3N=Cc4ccccc4[C@@H]3C23C(=O)OC(C)(C)OC3=O)cc1OC | -10% | 10% | 0.1% | -2% | i | 9% | -1% | 3% | -4.6
COCCCn1c(SCc2nnc(-c3ccc(OC)c(OC)c3)o2)nnc1-c1ccncc1 | ? | 2% | -0.3% | -12% | i | 6% | 0% | -3% | 0.3
COc1cc(NC(=O)COCc2cc(-c3ccc(F)cc3)on2)cc(OC)c1OC | ? | . | 0.5% | ? | . | . | . | -13% | .
NS(=O)(=O)c1ccc(CCNC(=O)CNC(=O)C2CCCCC2)cc1 | -21% | 3% | -0.4% | . | i | 11% | 3% | -8% | 0.2
CCCC(C)NC(=O)CN(Cc1ccco1)S(=O)(=O)c1ccccc1 (stereo not drawn) | 17% | 10% | -0.7% | -16% | i | 4% | ? | 4% | -4.3
Cn1c(SCC(=O)N2CCCc3ccccc32)nnc1-c1ccco1 | -13% | 8% | 4.3% | -23% | i | -8% | 1% | -4% | -0.9
CC(C)C[C@H]1CNC(=S)N1CC1CCN(CCC2CCCC2)CC1 | -28% | 10% | 0.2% | 18% | i | -4% | . | 0% | 0.7
CC(C)n1c(NCc2nc3ccccc3n2C)nc2ccccc21 | -5% | 3% | 0.3% | 10% | i | -2% | 0% | 6% | 1.4

The results go on.
SMILES | TGFb inhibitor | EPAC2 ag | Nrf2 activator | Nrf2 block | pAkt inh | EPAC2 antag | MmCpn inh | A549 tox | CCT chaperon mod
S=C1NCN(C2CCCCC2)CN1c1ccccc1 | -6% | 15% | -0.9% | 11% | i | 10% | 2% | 6% | -2.3
COc1ccc(CN2C(=O)COc3ccccc32)cc1 | 22% | 7% | -0.3%[9.22 µM] | -8% | i | -27% | 1% | 5% | -0.6
Brc1ccc(C2=CC(c3cccs3)n3ncnc3N2)cc1 (stereo not drawn) | 20% | ? | ? | ? | i | 3% | -3% | 11% | -4.5
O=C(Nc1cccc(C(F)(F)F)c1)c1noc2c1CCc1ccccc1-2 | 14% | . | -0.9% | 16% | . | . | . | -3% | .
CCOc1cc(C(c2c(C)[nH][nH]c2=O)c2c(C)[nH][nH]c2=O)cc(Cl)c1O | -14% | 19% | 13% | -20% | i | 4% | -2% | -8% | -2.2
CN1CCc2c(n(CC(O)CN(CCO)CCO)c3ccccc23)C1=O (stereo not drawn) | 5% | 9% | 0.1% | 5% | i | -4%[57.1 µM] | -1% | 9% | -1.7
c1ccc(CCc2nn3c(C4COc5ccccc5O4)nnc3s2)cc1 (stereo not drawn) | 4% | 22% | 0.0% | -5% | i | -8% | -4% | 0% | -0.3
Cc1ccc(-c2nc(C#N)c(NCCc3ccccn3)o2)cc1 | 0% | 1% | 4.0% | ? | i | 4% | 1% | -5% | -4.3
COc1ccccc1OCC#CCn1ccnc1 | -7% | 3% | 0.6% | 1% | i | -11% | -3% | 1% | -4.3
CC(=O)N(c1ccc(C)cc1)S(=O)(=O)c1ccc(Cl)cc1 | 0% | 8% | -0.5%[9.22 µM] | -6% | i | -3% | -8% | 8% | -2.2
[O-]/C(=C(\C(=S)Nc1cccc2ccccc12)[n+]1cccc(CO)c1)c1ccc(Cl)s1 | ? | 11% | 9.5% | 6% | i | 4% | -8% | -5% | -16
CN1CCN(c2ccc([N+](=O)[O-])c(Sc3nc4ccccc4[nH]3)c2)CC1 | 4% | 4% | 8.2% | ? | i | -1% | 0% | ? | -0.7
COc1ccc(-c2cc(C(F)(F)F)nc(SCCC(=O)Nc3cccc(O)c3)n2)cc1 | ? | . | -2.9% | ? | . | . | . | -22% | .
CCOc1cccc(/C=N/NC(=O)CC2C(=O)NN=C2C)c1O (stereo not drawn) | -4% | 2% | 0.1% | 0% | i | 19% | -4% | 0% | -0.8
CCCC1(c2ccccc2)NC(=O)N(CCN2C(=O)c3ccccc3C2=O)C1=O (stereo not drawn) | -21% | -7% | -0.1% | 0% | i | 1% | -1% | -3% | -1.6
Cc1cc(=O)[nH]c2ccc(S(=O)(=O)N3CCOCC3)cc12 | 3% | -1% | -0.1% | -21% | i | 3% | -2% | -3% | -0.8
CCOc1ccc(NS(=O)(=O)c2ccc(NC(=O)c3ccccn3)cc2)cc1 | -8% | 18% | -0.5% | 15µM* | i | -13% | 0% | -11% | -1.5
C=CCNC(=O)COC(=O)c1cc(S(=O)(=O)N2CCCCC2)ccc1Cl | 5% | 7% | 1.5% | 0% | i | 1% | 1% | 2% | 1.5
CN(C)c1ccc(/C=C2/C[N+](C)(C)C/C(=C/c3ccc(N(C)C)cc3)C2=O)cc1 | 0% | -6% | 25% | ? | i | ? | . | 15µM* | -3.2
COc1ccc(/C(C)=N/NC(=O)CCC(=O)Nc2ccc(Cl)cc2Cl)c(OC)c1 | 4% | 0% | 0.2% | ? | i | 17% | 0% | 2% | -2.2
O=C(c1ccc(Cl)c(S(=O)(=O)N2CCOCC2)c1)N1CCN(c2ccccc2)CC1 | -1% | -1% | 3.0% | -5% | i | 6% | 0% | 6% | 0.9
C=CCSc1nnc(NC(=O)CSc2nc3ccccc3[nH]2)s1 | -29% | 13% | 3.4% | 5% | i | 11% | 1% | 12% | 1.6
Cc1cccc(-c2noc(-c3ccc(NCc4ccccc4)c([N+](=O)[O-])c3)n2)c1 | 3% | . | 4.5% | 19% | . | . | . | 5% | .
COCCn1cnc2c1c(=O)n(CC(=O)OCC#N)c(=O)n2Cc1ccccc1 | -14% | 8% | 0.5% | 9% | i | 5% | 0% | -3% | -2.1
O=C(/C=C/c1ccco1)NCCCN1CCN(CCCNC(=O)/C=C/c2ccco2)CC1 | 8% | -1% | 4.2% | ? | i | 0% | -1% | -8% | -0.9
Cc1cc(C)n(-c2nnc(Nc3ccc(C)c(Cl)c3)c3ccccc23)n1 | 10µM* | . | 1.2% | ? | . | . | . | -13% | .
CC(C)c1ccc(N2C=Nc3ccc(C(C)C)cc3C2)cc1 | ? | 6% | 7.1% | ? | i | -15% | 1% | ? | 0.0
COc1ccc(-c2noc(CCC(=O)NC3CCCCC3)n2)cc1 | 15% | 0% | -0.5% | 16µM* | i | -4% | 0% | -11% | 0.7
Cc1cn2c(=O)cc(COc3ccccc3NC(=O)c3ccco3)nc2s1 | 8% | . | 0.3% | -12% | . | . | . | 1% | .
O=C(CCC(=O)OCc1ccc([N+](=O)[O-])cc1)Nc1ccc(F)cc1 | 6% | -1% | -0.1% | 12% | i | 3% | -2% | -3% | -1.9
Cc1cc(C)cc(N(C(=O)c2csnn2)C(C(=O)NC2CCCC2)c2ccccn2)c1 (stereo not drawn) | 8% | 5% | -0.2% | -1% | i | -2% | -1% | 1% | -0.8
O=[N+]([O-])c1ccccc1Oc1ccc(S(=O)(=O)N2CCOCC2)cc1 | -20% | 1% | 3.9% | ? | i | 10% | 2% | -5% | 2.6
CC(C=NNc1ccc([N+](=O)[O-])cn1)=Cc1ccccc1 | -9% | 15% | 12% | ? | i | 5% | . | -12% | 0.4
